Screening results (PubChem)
Fam108B inh: blocks mouse Fam108B hydrolase in RBBP9 counter-screen | recombinant Fam108B, FP-Rh probe fluorescence polarization | 0.33% of 300,000 active | inhibition, % at 9.51 µM;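 active = inhibition above the screen mean inhibition plus 3 SD, computed separately per campaign, cut at about 18% in these data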;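 note: inhibitors lower polarization as less probe binds the enzyme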
EBNA-1 inhibitor: blocks EBNA-1 binding to DNA. 0.34% of 300,000 active. inhibition, % at 14.8 µM. EBNA-1 DNA binding, fluorescence polarization. AID 1950; in the data active = inhibition above about 28%
Efflux pump inh: blocks antifungal efflux pumps in multiplex yeast assay. inhibition, % at 10 µM. 0.44% of 330,000 active. S. cerevisiae Candida pump triplex, Nile Red efflux;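 active = plate passing quality check with inhibition over a set limit, or well fluorescence over plate mean plus 4 SD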;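 note: Nile Red retained in pooled yeast measured as flow cytometry median fluorescence; 0% = buffer negative control and 100% = Enniatin B positive control; higher means more Nile Red kept so more efflux inhibition; some compounds called inactive have numbers as strong as hits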
CR mimetic SO: caloric restriction mimetics inhibiting age-related superoxide in yeast. S. cerevisiae aged cells, superoxide DHE fluorescence; hits give low values. superoxide response (% of plate mean), % at 10 µM. 0.18% of 330,000 active;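 active = superoxide response under a set limit, about three screen SD below normal, cut at about 65% in these data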;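 note: yeast aged for seven days with compound at 30 °C before DHE staining; 100% = average MFI of all compound-treated wells on the plate with controls excluded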
ZTA counter: blocks Epstein-Barr virus ZTA, an EBNA-1 counter-screen; inhibition, % at 11 µM; ZTA-DNA binding, fluorescence polarization; 0.15% of 320,000 active; in the data active = inhibition above about 33%
MCL1 BIM primary: MCL1-BIM-BH3 interaction inhibition (human). Q07820. GST-MCL1 / FITC-Bim-BH3 fluorescence polarization. inhibition, % at 10.9 µM. 0.68% of 320,000 active;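 active = inhibition above the mean inhibition of all tested compounds plus 3 SD, set per campaign, cut at about 40% in these data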;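 note: 0% = DMSO wells and 100% = unlabeled Bim-BH3 peptide control; higher means more loss of mP so more displacement of Bim peptide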
Target sequence (Q07820 whole entry, looked up): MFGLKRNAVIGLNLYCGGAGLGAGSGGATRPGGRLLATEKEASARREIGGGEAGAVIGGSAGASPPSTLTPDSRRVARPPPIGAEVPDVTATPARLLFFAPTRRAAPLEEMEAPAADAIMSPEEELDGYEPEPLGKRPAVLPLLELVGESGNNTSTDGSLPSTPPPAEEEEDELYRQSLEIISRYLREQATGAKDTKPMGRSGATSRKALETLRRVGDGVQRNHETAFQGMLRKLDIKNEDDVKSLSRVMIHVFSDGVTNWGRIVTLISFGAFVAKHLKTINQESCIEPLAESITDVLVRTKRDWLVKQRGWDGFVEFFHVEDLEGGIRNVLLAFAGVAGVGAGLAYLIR
GLD-1 TGE inh: GLD-1-TGE RNA interaction inhibition (C. elegans); inhibition, % at 5.96 µM; 0.44% of 320,000 active; Q17339; purified GLD-1 + fluorescein TGE RNA, fluorescence polarization; AID 2280;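 active = percent inhibition above a per-plate cutoff, the plate mean of test compounds plus 3 SD, cut at about 30% in these data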;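 note: 0% = DMSO wells with GLD-1 and probe and 100% = wells lacking GLD-1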
Target sequence (Q17339 whole entry, looked up): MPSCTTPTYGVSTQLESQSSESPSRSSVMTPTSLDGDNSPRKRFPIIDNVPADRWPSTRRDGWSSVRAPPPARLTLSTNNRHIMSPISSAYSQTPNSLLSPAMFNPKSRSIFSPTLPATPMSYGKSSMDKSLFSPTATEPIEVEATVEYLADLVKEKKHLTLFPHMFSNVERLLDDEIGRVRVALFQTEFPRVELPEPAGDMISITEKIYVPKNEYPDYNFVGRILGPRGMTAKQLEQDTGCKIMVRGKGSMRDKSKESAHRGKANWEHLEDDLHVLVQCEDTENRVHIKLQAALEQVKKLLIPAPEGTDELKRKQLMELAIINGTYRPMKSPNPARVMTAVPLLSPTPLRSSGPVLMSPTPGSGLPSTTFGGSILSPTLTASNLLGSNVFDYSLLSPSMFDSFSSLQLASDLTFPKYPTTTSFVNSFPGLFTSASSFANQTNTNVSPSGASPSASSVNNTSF
MEX-5 binding: C. elegans MEX-5 TCR-2 RNA binding activity; MEX-5/FITC-TCR2 RNA binding, fluorescence polarization; hits give low values; activity score (negative = inhibition of binding), % at 10 µM; 0.38% of 300,000 active; AID 1832;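 active = inhibition past about -25% in most replicates, and total fluorescence under double the plate's negative control median, limit read from the data; inconclusive = replicates evenly split on the limit, or fluorescence at least double controls; inactive = too little inhibition in most replicates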;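 note: 0% = DMSO and -100% = 5 µM competing unlabeled TCR2 RNA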
Bcl-xL primary: inhibitors of human Bcl-xL | GST-Bcl-xL / FITC-Bim BH3 peptide fluorescence polarization | inhibition, % at 10.9 µM | 0.7% of 320,000 active | AID 2129;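 active = inhibition above the mean of all tested compounds plus 3 SD, cutoff set per campaign, cut at about 30% in these data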;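 note: 0% = DMSO wells and 100% = unlabeled Bim-BH3 peptide competitor; inhibitors lower millipolarization by displacing the labeled peptide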
The depositor's hits bear a star; i = inactive; u = inconclusive; x = not tested or not shown.

SMILES	Fam108B inh	EBNA-1 inhibitor	Efflux pump inh	CR mimetic SO	ZTA counter	MCL1 BIM primary	GLD-1 TGE inh	MEX-5 binding	Bcl-xL primary
O=c1cc(-c2ccc([N+](=O)[O-])cc2)nc2cc(-c3ccc(Cl)cc3)[nH]n12	6	-9	0.8	120	13	-2	8	x	3
O=C(Nc1ccc(S(=O)(=O)N2CCCCC2)cc1)C1CC(=O)N(c2ccccc2)C1 (stereo not drawn)	-4	-4	-0.2	104	-4	3	-7	-1.4	6
COc1c(C)cc(C(=O)C2CCCN(S(=O)(=O)c3c(C)noc3C)C2)cc1C (stereo not drawn)	1	9	0.1	94	3	2	1	2.0	6
CN(C)C=Nc1ccc(Cl)c(Cl)c1	-1	17	-0.2	i	15	-1	0	0.2	-7
CCOc1cc(/C=N/NC(=O)c2ccccc2-n2cccc2)ccc1O	x	x	-0.2	113	-3	6	1	x	12
CCN(CC)c1ccc(C2NCC(c3ccc([N+](=O)[O-])cc3)O2)cc1 (stereo not drawn)	-1	-8	0.0	77	-10	5	-4	1.7	4
CCc1cccc(C)c1NC(=O)c1cccc(N(C)C)c1	5	-12	0.2	106	-17	28	-2	0.6	14
O=C(c1ccc(Cl)cc1)c1c[nH]cc1-c1ccccc1	3	-5	0.0	98	8	3	1	1.4	12
COc1ccc(Cc2noc(CN(C)C3CC(C)(C)NC(C)(C)C3)n2)cc1OC	2	-6	0.1	104	-8	-2	2	0.4	2
Cc1cccc(C)c1N(CC(=O)NCc1ccco1)C(=O)CNS(=O)(=O)c1ccc(F)cc1	0	5	-0.1	95	-17	3	10	0.7	1
N#C/C(=C\c1cccs1)C(=O)NCc1ccco1	2	-8	0.1	97	13	3	7	1.8	4
CCOC(=O)N1CCC(NC(=O)C(Cc2ccccc2)NC(=O)C2CCCCC2)CC1 (stereo not drawn)	2	4	0.1	112	-6	2	1	u	8
CC(=O)c1c(C)[nH]c(C(=O)NCc2ccc(C)cc2)c1C	0	4	-0.1	100	18	-2	-12	1.5	11
O=C(COC(=O)CNS(=O)(=O)c1c(Cl)cccc1Cl)Nc1cccnc1Cl	0	1	0.2	105	6	1	1	-1.7	10
CCN1C(=NCCCCO)N[C@@H](c2cccc(C(F)(F)F)c2)C(C(=O)OC)=C1C	-1	5	0.1	104	6	-14	2	0.0	-2
COc1cccc(CN(C)C(=O)C2CCN(S(=O)(=O)c3cccs3)CC2)c1OC	x	x	0.3	101	-15	34	4	x	6
S=C(Nc1ccccc1)N1CCC(C2CCN(C(=S)Nc3ccccc3)CC2)CC1	-3	-2	0.1	95	3	9	-7	2.3	5
O=C(CN1C(=O)NC2(CCCC2)C1=O)Nc1ccccc1-c1ccccc1	0	9	-0.2	94	-7	-13	0	0.4	-2
CCc1n[nH]c2c1/C(=N/O)CCC2	-2	2	-0.1	90	-4	5	-1	0.0	6
O=C(COc1ccccc1Cl)Nc1ccc(N2CCCC2)cc1	-1	-9	-0.1	104	6	21	3	-1.0	8
O=C(Nc1nnc(CCc2ccccc2)s1)c1cccc(F)c1	-4	-1	0.2	98	5	-7	-8	1.1	-3
CC1CCCC(NC(=O)c2ccc(F)c(S(=O)(=O)N3CCOCC3)c2)C1C (stereo not drawn)	0	-1	0.0	93	-19	-9	6	2.5	0
Cc1ccc(S(=O)(=O)C(CCC(=O)c2ccc(Cl)cc2)C(N)=O)cc1 (stereo not drawn)	-2	13	-0.1	122	-3	5	1	2.5	11
CCCCNCC(=O)Nc1ccc(NC(=O)CNCCCC)cc1	-2	-14	0.2	102	6	4	0	3.4	3
CCCCn1cnc2c(cnn2-c2ccc(F)cc2)c1=O	2	-11	0.1	94	17	-1	-1	1.1	4
CCOc1ccc(-n2c(SCc3ccc(C#N)cc3)nnc2-c2cccnc2)cc1	-1	-7	0.0	97	-17	0	1	0.4	4
Cc1nnc(SCC(=O)Nc2ncc(Cl)cc2Cl)n1Cc1ccccc1	0	3	-0.2	117	-4	-2	2	-1.5	-8
COc1ccc(-c2noc(-c3ccccc3C(=O)N3CCOCC3)n2)cc1	-1	6	0.0	81	-18	8	9	0.5	2
C=CCC1(CC=C)CCCN1C(=O)Cn1nnnc1CN(C)C(C)C	0	4	-0.1	80	-8	6	3	0.2	1
CC(C)C(=O)NC(c1ccc(N(C)C)cc1)c1c(O)ccc2ccccc12 (stereo not drawn)	13	13	-0.2	128	8	3	1	-0.8	5
Cc1cccc(NC(=O)CSc2nnc(CCNC(=O)OC(C)(C)C)o2)c1C	0	0	0.1	88	-5	1	-6	-2.4	0
Cc1sc2nc(CN3CCOCC3)nc(Oc3ccc(NC(=O)c4ccco4)cc3)c2c1C	1	-7	0.2	102	0	-3	6	2.3	3
O=C(O)CSc1c2c(nc3cc(C(=O)N4CCCC4)ccc13)CCCC2	-1	2	-0.2	85	-6	12	1	2.6	6
Cc1cc(-c2nc3cccnc3s2)ccc1NS(=O)(=O)c1cccs1	0	2	0.1	100	13	4	8	-12	8
Cc1cc(NCCCn2ccnc2)n2nc(-c3ccc(F)cc3)cc2n1	2	12	-0.2	85	-3	1	2	-0.4	0
CCNc1nc(-c2ccc(Cl)cc2)cs1	-3	-7	0.1	88	6	2	7	1.8	-2
CCCn1nnc(NC(=O)c2ccc(-c3ccccc3)cc2)n1	-4	7	0.0	95	4	2	-3	2.1	4
Cc1cc(C)nc(NS(=O)(=O)c2ccc(NC(=O)c3ccccc3[N+](=O)[O-])cc2)n1	-2	2	0.0	95	-13	-5	3	0.5	-2
CCOC(=O)c1ccc(CSc2nnc(N)s2)cc1	7	-12	1.8*	96	9	8	6	-0.7	-5
CCC1CCCCN1CCCNC(=O)Cn1nc(-c2ccccc2)ccc1=O (stereo not drawn)	1	-12	-0.1	128	-11	1	4	0.2	-2
Cc1ccc2c(CC(=O)OCc3csc(C)n3)coc2c1	-3	0	-0.1	94	13	3	1	2.3	0
Cc1ccc(CN2CC[C@H]3C=CCc4cccc(c43)C2)cc1	x	x	0.0	85	-8	5	11	x	6
CSCCC(NS(=O)(=O)c1ccccc1)C(=O)OCc1nc2ccsc2c(=O)[nH]1 (stereo not drawn)	2	-1	-0.1	108	-1	9	0	3.0	6
COC(=O)c1cn(-c2ccccc2)nc1-c1ccncc1	0	-2	-0.1	97	3	7	-1	-0.3	4
O=C(CSc1nnc(COc2ccc(Cl)cc2)o1)OC1CCCCC1	2	8	0.0	97	14	-1	2	-0.4	3
CC(C)CC1c2[nH]c3ccccc3c2CCN1C(=O)c1cnccn1 (stereo not drawn)	-2	-7	0.1	104	-23	5	8	-2.6	7
COc1ccc(CC(=O)N[C@@H](C)C(=O)N2CCC3(CC2)NCCc2[nH]cnc23)cc1	1	-1	0.1	93	4	14	2	1.3	8
Cc1ccc(OCCOCCNC(C)C)c(Br)c1	3	-4	-0.1	104	-20	-3	4	1.9	3
COc1ccc(CN(C)CC(=O)NC(=O)NCc2ccccc2)c(OC)c1	0	4	0.0	91	8	15	6	1.3	12
O=C1CC(c2ccco2)Sc2nc3ccccc3n21 (stereo not drawn)	1	-3	-0.1	92	1	3	8	1.2	1
CCN(c1cccc(C)c1)C1C(=O)c2ccccc2N1C(C)=O (stereo not drawn)	-3	-3	0.1	99	5	2	5	-4.0	8
COc1ccc(-n2nc([N+](=O)[O-])c(=NCCc3cccc(C)c3)n2O)cc1	-4	8	0.0	105	-17	14	0	1.5	4
CCOc1ccc(CN(C)c2nc(-c3cccnc3)nc3ccccc23)cc1OC	-7	-11	0.9	103	-11	-10	6	0.6	-2
CCOc1ccc(C(=O)COC(=O)c2nn(CC)c(=O)c3ccccc23)cc1	x	x	-0.1	98	0	-7	8	x	-7
O=C(O)c1ccc(NC(=O)c2cn(-c3ccccc3)nc2-c2ccc(Br)cc2)cc1	-18	-14	0.2	125	-6	0	1	0.3	2
CCc1ccc(-n2c(=O)c3ccccc3n(CC(=O)C(C)(C)C)c2=O)cc1	3	2	0.0	101	-12	-2	2	0.0	-2
O=C1CCc2cc(S(=O)(=O)NCCCC(=O)N3CCN(Cc4ccc5c(c4)OCO5)CC3)ccc2N1	-6	10	-0.2	97	5	-1	-9	-1.9	4
COc1ccc(Cc2nnc(NC(=O)c3cc(OC)cc(OC)c3)s2)cc1	-1	5	0.0	92	11	1	-2	0.0	1
CCc1cc(CNC(=O)c2cc(COc3ccc(C)nc3)on2)on1	1	4	0.0	97	-2	6	7	-2.4	6
CCCCn1c(N)c(N(CC(C)C)C(=O)CN(C)Cc2cccc(OC)c2)c(=O)[nH]c1=O	0	13	0.0	98	0	-5	-3	0.8	3
O=C(COC(=O)c1ccc(Cl)nc1)NCc1ccco1	-4	0	0.2	106	4	-7	-8	-1.1	-3
O=c1c(=O)n(O)c2ccccc2n1O	3	6	0.0	93	-17	11	5	-0.6	10

Entries from the list above containing a Cl atom, in the order listed:
SMILES	Fam108B inh	EBNA-1 inhibitor	Efflux pump inh	CR mimetic SO	ZTA counter	MCL1 BIM primary	GLD-1 TGE inh	MEX-5 binding	Bcl-xL primary
O=c1cc(-c2ccc([N+](=O)[O-])cc2)nc2cc(-c3ccc(Cl)cc3)[nH]n12	6	-9	0.8	120	13	-2	8	x	3
CN(C)C=Nc1ccc(Cl)c(Cl)c1	-1	17	-0.2	i	15	-1	0	0.2	-7
O=C(c1ccc(Cl)cc1)c1c[nH]cc1-c1ccccc1	3	-5	0.0	98	8	3	1	1.4	12
O=C(COC(=O)CNS(=O)(=O)c1c(Cl)cccc1Cl)Nc1cccnc1Cl	0	1	0.2	105	6	1	1	-1.7	10
O=C(COc1ccccc1Cl)Nc1ccc(N2CCCC2)cc1	-1	-9	-0.1	104	6	21	3	-1.0	8
Cc1ccc(S(=O)(=O)C(CCC(=O)c2ccc(Cl)cc2)C(N)=O)cc1 (stereo not drawn)	-2	13	-0.1	122	-3	5	1	2.5	11
Cc1nnc(SCC(=O)Nc2ncc(Cl)cc2Cl)n1Cc1ccccc1	0	3	-0.2	117	-4	-2	2	-1.5	-8
CCNc1nc(-c2ccc(Cl)cc2)cs1	-3	-7	0.1	88	6	2	7	1.8	-2
O=C(CSc1nnc(COc2ccc(Cl)cc2)o1)OC1CCCCC1	2	8	0.0	97	14	-1	2	-0.4	3
O=C(COC(=O)c1ccc(Cl)nc1)NCc1ccco1	-4	0	0.2	106	4	-7	-8	-1.1	-3

Not a hit list; about 2.3% have a hit in one of these screens.
